PLC-gamma1 inh – inhibitors of human phospholipase C gamma1; AID 720700; actives 0.84% (n = 370,000); inhibition, % at 12.2 µM; P19174; purified PLC-gamma1, fluorogenic substrate, fluorescence; in the data active = inhibition above about 9.5%
ARFGAP1 inhibitor – inhibits rat ARF GTPase activating protein 1; Arfgap1-stimulated ARF1 GTP hydrolysis, GDP FP detection; inhibition, % at 16.5 µM; actives 0.26% (n = 360,000);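 active = inhibition above a per-plate limit, mean inhibition of low control wells plus 3 SD, cut at about 25% in these data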;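 note: 0% = DMSO wells with enzyme and 100% = wells lacking Arfgap1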
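System: truncated rat Arfgap1 GAP domain / Medium: HEPES-based buffer, pH 7.5 / Also added: N-terminally truncated human ARF1-GTP substrate / Incubation: enzyme reaction 120 min at 25 °C after 20 min preincubation / Measured by: FP of antibody-bound GDP Alexa 633 tracer, ex 620/em 688 nm / Replicates: singlicate, each compound tested once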
Tn7 DDE FP – inhibitors of Tn7 peptide binding to human fibrin DD(E). P02675. FP displacement of FITC-Tn7 peptide from fibrin DD(E); 0% = median of compound wells per plate. inhibition, % at 8.3 µM. actives 0.13% (n = 370,000). AID 720508;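 active = inhibition above the mean of compounds falling within the control limits plus 3 SD of them, cut at about 14% in these data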;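 note: 0% = plate median of compound wells and 100% = 10 µM Aha-Tn7 peptide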
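Test system: human clot-derived fibrin DD(E) complex / Quantity: 2 µM final DD(E) protein / Incubation: 10 min plus 3 h, room temperature / Measured by: fluorescence polarization / Benchmarks: high control of 10 µM Aha-Tn7 peptide / Replicates: singlicate testing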
ADAM10 inh – inhibitors of human ADAM10. AID 720582. inhibition, % at 7 µM. O14672. recombinant ADAM10, EDANS/DABCYL FRET peptide cleavage, 3 h. actives 0.62% (n = 370,000);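 active = inhibition above a per-campaign cutoff equal to the mean of compounds falling between control-based bounds plus 3 SD, cut at about 20% in these data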;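 note: 0% = DMSO wells while the 100% control is not disclosed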
Target sequence (O14672 214-748 limits assumed): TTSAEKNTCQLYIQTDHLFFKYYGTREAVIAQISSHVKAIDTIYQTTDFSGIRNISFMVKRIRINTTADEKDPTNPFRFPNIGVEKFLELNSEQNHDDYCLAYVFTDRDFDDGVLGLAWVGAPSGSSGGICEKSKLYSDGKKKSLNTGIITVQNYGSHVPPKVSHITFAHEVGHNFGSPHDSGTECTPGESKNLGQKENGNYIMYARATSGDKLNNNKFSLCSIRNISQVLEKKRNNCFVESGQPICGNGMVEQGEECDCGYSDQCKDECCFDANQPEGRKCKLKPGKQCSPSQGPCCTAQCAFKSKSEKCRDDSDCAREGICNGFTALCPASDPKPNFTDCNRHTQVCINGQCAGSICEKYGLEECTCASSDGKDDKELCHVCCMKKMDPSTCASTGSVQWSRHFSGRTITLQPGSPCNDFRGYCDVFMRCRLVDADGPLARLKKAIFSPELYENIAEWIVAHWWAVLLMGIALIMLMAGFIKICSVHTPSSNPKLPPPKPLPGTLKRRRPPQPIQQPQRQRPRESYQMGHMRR
SIAE primary – inhibitors of human sialic acid acetylesterase SIAE. Q9HAT2. SIAE FP-Rh probe binding, fluorescence polarization. inhibition, % at 9.66 µM. actives 0.69% (n = 370,000);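 active = inhibition above a cutoff: mean of compounds within the control limits plus 3 SD of those, cut at about 17% in these data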;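 note: 0% = plate median of compound wells and 100% = probe without SIAE protein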
Target sequence (Q9HAT2 whole entry, looked up): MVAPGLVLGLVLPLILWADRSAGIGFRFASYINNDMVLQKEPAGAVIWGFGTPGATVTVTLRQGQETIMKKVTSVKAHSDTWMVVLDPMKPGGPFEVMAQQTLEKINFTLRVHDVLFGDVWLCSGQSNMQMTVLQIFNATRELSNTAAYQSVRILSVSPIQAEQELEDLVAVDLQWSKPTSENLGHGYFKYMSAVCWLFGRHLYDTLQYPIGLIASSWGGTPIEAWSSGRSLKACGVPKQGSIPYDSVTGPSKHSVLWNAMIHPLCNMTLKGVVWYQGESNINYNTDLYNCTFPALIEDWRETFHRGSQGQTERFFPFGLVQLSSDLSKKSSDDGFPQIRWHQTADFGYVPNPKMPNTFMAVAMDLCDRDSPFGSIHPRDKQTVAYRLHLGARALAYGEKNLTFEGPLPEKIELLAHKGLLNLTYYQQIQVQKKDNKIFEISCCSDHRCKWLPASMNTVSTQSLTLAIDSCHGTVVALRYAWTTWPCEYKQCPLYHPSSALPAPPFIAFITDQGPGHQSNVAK
ASAP1 inh – ASAP1 ArfGAP inhibition; ASAP1-stimulated ARF1 GTP hydrolysis, GDP FP detection; inhibition, % at 16.5 µM; actives 0.19% (n = 360,000); Q9ULH1; AID 624377; in the data active = inhibition above about 25%;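 note: 0% = vehicle with enzyme and substrate and 100% = no enzyme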
ADAM17 inh – ADAM17 inhibition, QFRET primary screen; recombinant ADAM17, EDANS/DABCYL FRET peptide cleavage; inhibition, % at 6.95 µM; actives 0.83% (n = 370,000); AID 720648;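 active = inhibition above the mean of compounds lying between control limits plus 3 SD, set per campaign, cut at about 8.5% in these data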;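 note: 0% = DMSO-only wells as the low control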
Tn6 DDE FP – DD(E)-Tn6 binding inhibition, primary FP screen; Fibrin DD(E) TRITC-Tn6 fluorescence polarization displacement; P02675; AID 720509; inhibition, % at 8.3 µM; actives 0.21% (n = 370,000);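 active = inhibition above a per-campaign cutoff: mean of compounds within control limits plus 3 SD, cut at about 15% in these data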;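 note: 0% = median of all compound wells on the plate and 100% = blocking peptide control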
PLC-beta3 inh – PLC-beta3 (human) inhibition, primary screen; AID 720704; Purified PLC-beta3, fluorogenic substrate, fluorescence; inhibition, % at 12.2 µM; actives 0.18% (n = 370,000); Q01970; in the data active = inhibition above about 11%;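 note: 0% = median of compound wells on plate and 100% = full blocker control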
TDP2 absorb – TDP2 (human) inhibition, absorbance primary screen; actives 0.34% (n = 370,000); inhibition, % at 12.8 µM; recombinant TDP2, T5PNP hydrolysis, p-nitrophenol absorbance 415 nm; O95551;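 active = inhibition above the mean of all tested compounds plus 3 SD, set per campaign, cut at about 25% in these data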;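 note: 0% = DMSO with enzyme and 100% = buffer with substrate but no TDP2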
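System – recombinant human TDP2 · Quantity – TDP2 enzyme at 120 nM final · Doses – single concentration, 12.8 µM nominal, with 1% DMSO · Incubation – 2 h at 37 °C · Measured by – epi absorbance of p-nitrophenol freed from T5PNP by hydrolysis · Read-out – % inhibition relative to enzyme-containing and enzyme-free wells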
Numbers without * were called inactive; nt = no result given.

SMILES	PLC-gamma1 inh	ARFGAP1 inhibitor	Tn7 DDE FP	ADAM10 inh	SIAE primary	ASAP1 inh	ADAM17 inh	Tn6 DDE FP	PLC-beta3 inh	TDP2 absorb
COc1ccccc1CNC(=O)C(NC(=O)C1CCCCC1)C(C)C (configuration not stated)	1	6	11	-10	-5	5	-5	-10	-6	-4
CC(C)c1cccc(-c2csc(C(C)(O)c3ccncc3)n2)c1 (configuration not stated)	0	-5	-3	7	-4	1	0	-2	3	0
O=C(N/N=C/c1ccc(OC2CSC2)cc1)c1ccccc1	7	8	3	11	1	12	6	-4	7	-6
CCOc1cc(/C=N/Nc2nncc(-c3ccccc3)n2)ccc1O	-4	-3	5	-5	14	0	-3	-7	-4	0
CCCC(=O)Nc1ccc2nc(C)n(Cc3ccccc3Cl)c(=O)c2c1	-3	-14	-1	0	-6	-3	-1	7	-8	-12
CN1C(C)(C)CC(O)(C(=O)O)CC1(C)C	-1	14	0	-3	3	9	-6	8	0	9
COC(=O)C1=C(C)N=C2SCCC(=O)N2C1c1ccc(OC(=O)c2ccco2)cc1 (configuration not stated)	6	3	-3	16	-3	0	17*	-3	-6	-13
CNC(=S)N(CCCO)Cc1cc2cc3c(cc2[nH]c1=O)OCO3	-37	-2	-2	-252	7	-21	-99	0	-53	3
COc1ccc(N(C(=O)c2cccc([N+](=O)[O-])c2)S(=O)(=O)c2cccs2)cc1	0	6	2	1	2	5	-4	1	4	-10
CCN(CC)CCCNC(=S)N(Cc1cccnc1)Cc1cc2cccc(C)c2[nH]c1=O	-2	-12	2	-17	3	-6	-6	8	4	-1
CCC(C)c1ccc(S(=O)(=O)N2CCN(C(=O)COc3ccc4c(C)cc(=O)oc4c3)CC2)cc1 (configuration not stated)	-2	1	-4	-17	-7	-9	-10	0	-2	0
CCOC(=O)C1CCCN(C(=O)c2cc(Cl)ccc2Cl)C1 (configuration not stated)	1	4	-2	3	-1	-7	-2	-10	1	3
O=C(NCCCN1CCOCC1)c1ccc2c(c1)N(Cc1ccccc1)C(=O)c1ccccc1S2	-1	-5	6	-2	-1	-2	-3	-1	-8	16
CC(=O)Nc1ccc(S(=O)(=O)NCCC(=O)OCc2csc(CC(=O)Nc3ccccc3C)n2)cc1	0	-6	-8	-7	-1	1	-3	5	2	8
CCOc1ccc(-c2nnc(NC(=O)COc3ccccc3F)o2)cc1	-5	-7	2	0	11	-12	-1	11	-3	-4
CC(C)(C)NS(=O)(=O)c1ccc(NS(C)(=O)=O)cc1	4	-9	7	-2	6	-13	-2	3	2	-5
COc1cc(/C=N/NC(=O)Cc2c[nH]c3ccccc23)cc(OC)c1OC	4	-1	7	0	1	-1	1	2	3	7
CCN(CC)S(=O)(=O)c1ccc(NC2c3ccccc3C(=O)N2Cc2ccc3c(c2)OCO3)cc1 (configuration not stated)	2	8	0	-11	-6	11	-1	-5	4	-5
CCOC(=O)c1ccc(NC(=O)NCc2ccccn2)cc1	0	-3	1	2	-2	4	-1	2	-4	17
O=C(Nc1ccccc1)Nc1cc(OCC(F)(F)F)cc(OCC(F)(F)F)c1	0	9	-7	31*	-178	22	15*	-20	1	-4

Some of these compounds in order of their number in Tn6 DDE FP, low to high:
smiles	Tn6 DDE FP
O=C(N/N=C/c1ccc(OC2CSC2)cc1)c1ccccc1	-4
O=C(NCCCN1CCOCC1)c1ccc2c(c1)N(Cc1ccccc1)C(=O)c1ccccc1S2	-1
COc1ccc(N(C(=O)c2cccc([N+](=O)[O-])c2)S(=O)(=O)c2cccs2)cc1	1
COc1cc(/C=N/NC(=O)Cc2c[nH]c3ccccc23)cc(OC)c1OC	2
CC(=O)Nc1ccc(S(=O)(=O)NCCC(=O)OCc2csc(CC(=O)Nc3ccccc3C)n2)cc1	5

Only ADAM17 inh and PLC-gamma1 inh (two entries from above):
| SMILES | ADAM17 inh | PLC-gamma1 inh |
| --- | --- | --- |
| CC(C)(C)NS(=O)(=O)c1ccc(NS(C)(=O)=O)cc1 | -2 | 4 |
| CCN(CC)CCCNC(=S)N(Cc1cccnc1)Cc1cc2cccc(C)c2[nH]c1=O | -6 | -2 |

Next part.
SMILES	PLC-gamma1 inh	ARFGAP1 inhibitor	Tn7 DDE FP	ADAM10 inh	SIAE primary	ASAP1 inh	ADAM17 inh	Tn6 DDE FP	PLC-beta3 inh	TDP2 absorb
O=S1(=O)CCO[C@H]2Cc3ccccc3[C@H]2N1Cc1ccccc1F	2	-6	-10	0	-2	17	1	9	2	4
CCc1ccc2c(CN3CCOCC3)cc(=O)oc2c1	2	4	3	8	2	1	-1	-4	-5	-2
CCN1C(=O)[C@H]2[C@@H](c3ccc(C)cc3)N3C(=O)N(c4ccc(C)cc4)C(=O)[C@@]3(Cc3ccc(Cl)cc3)[C@H]2C1=O	1	-8	0	6	-2	8	-2	-3	0	8
CCn1c(=S)sc2c(=O)n(-c3ccccc3)c(SC)nc21	5	-1	-3	0	-2	-1	0	-1	8	-3
Cc1c(C2C(C#N)=C(N)OC3=C2C(=O)CCC3)cnn1C (configuration not stated)	-2	-3	-2	-9	-1	7	-1	-2	3	-5
Cc1cc(C)cc(C(=O)NCC(=O)N2CCC3(CC2)NCCc2[nH]cnc23)c1	-1	3	4	5	-4	-2	-1	0	-6	7
CCN1CCN(C(=O)CSc2cc(=O)n(CC)c3ccccc23)CC1	-1	0	2	-23	3	5	-3	-3	1	11
O=C(CCN1C(=O)/C(=C\c2ccccc2)SC1=S)Nc1ccc(C(=O)O)cc1	2	14	-6	-5	-8	-9	-3	-2	-9	10
O=C(N[C@H](Cc1ccccc1)C(=O)N1CCN(CC(=O)N2CCCC2)CC1)[C@H]1O[C@@H](n2ccc(=O)[nH]c2=O)[C@H](O)[C@@H]1O	3	2	4	-16	47*	-2	-3	1	5	-7
COc1ccc(S(=O)(=O)N2CCOC2CNC(=O)C(=O)NCCN2CCOCC2)cc1C (configuration not stated)	-5	10	-2	-8	0	5	-4	2	-4	0
Cc1cc(C(=O)C(C)Sc2cccc[n+]2[O-])c(C)n1-c1ccc(Cl)cc1 (configuration not stated)	-2	6	3	4	6	-15	-1	-3	-11	-10
CC(=O)OCCN1CCCC12CCC(c1ccccc1)CC2 (configuration not stated)	-2	nt	-4	-7	-8	nt	-2	0	-3	2
CCOc1ccc(NC(=O)CC2C(=O)N(CC)C(=S)N2CCNC(C)=O)cc1 (configuration not stated)	1	2	-3	-3	3	17	-2	6	3	-4
CCCCCOc1ccc(NC(=O)CCCC(=O)O)cc1	3	23	-9	8	0	4	2	-4	4	11
COc1ccc(N=Cc2ccc(N(CCC#N)CCC#N)cc2)cc1	1	12	-1	-16	6	-8	-3	7	-2	0
O=C(O)C1C2C=CC(O2)C1C(=O)NCCc1cccc(Cl)c1 (configuration not stated)	0	-8	-1	-3	3	0	-1	1	3	-3
CCCc1cc(=O)[nH]c(Nc2ccc(N3CCCCC3)cc2)n1	-2	2	-3	-3	8	3	1	2	-6	7
Cc1cc2cc3c(cc2nc1SCC(=O)N1CCCC1)OCCO3	-1	22	5	-17	-1	1	-5	-9	-11	-9
O=C(NCc1ccccc1)c1ccc(Cl)c(S(=O)(=O)N2CCCC2)c1	1	13	-6	-8	-3	-2	2	0	-5	1
COc1ccc(CNC(=O)COc2ccc(S(=O)(=O)N3CCCCC3)cc2Cl)cc1	1	-2	2	1	6	6	2	1	-2	-14
CC1(C(=O)NS(=O)(=O)c2cccc(C#N)c2)CCN1C(=O)c1ccco1 (configuration not stated)	6	-4	5	-6	3	4	-4	11	3	10
COc1ccc(C=O)cc1-c1cc(C(C)=O)c2n(c1=O)CCC2	0	nt	8	-3	8	nt	-1	3	0	4
O=C(O)c1ccc(N=Nc2c(O)[nH]c3ccccc23)cc1	-14	13	-7	-10	-6	0	-5	2	-26	5
CC(=O)/C(C(=N)N1CCN(Cc2ccccc2)CC1)=C(\C)O	-5	0	2	-1	1	-1	-1	11	-1	3
Cc1cc(C)c2c(c1)/C(=N/NC(=O)c1cc(C)oc1C)CCC2	-4	-5	-1	0	1	-8	0	1	-2	-1
COc1cc(/C=N/NC(=O)Cc2nnc(NC(=O)c3ccccc3)s2)ccc1O	-36	-2	5	-7	15	-5	-4	0	-53	29*
CC1CCN(c2ccc(S(=O)(=O)Nc3cc(C(=O)O)cc(C(=O)O)c3)cc2[N+](=O)[O-])CC1	4	-2	5	1	1	5	0	-9	-6	7
O=c1cc(N2CCC3(CC2)OCCO3)[nH]c(=O)n1-c1ccc(Br)cc1	-1	-9	4	0	-7	-1	-3	2	2	3
CCN(C(=O)COC(=O)/C(C#N)=C/c1ccc(OC)cc1)C1CCS(=O)(=O)C1 (configuration not stated)	-3	0	1	-2	3	-12	-3	0	-7	4
Cc1c(Cl)cccc1NC(=O)N1CCCC1	1	3	5	5	-3	-3	-1	2	1	-2
COc1ccc(/C=N/NC(=O)CCCOc2ccc(Cl)cc2Cl)cc1[N+](=O)[O-]	4	24	-5	-6	3	2	0	-1	3	0
CCOC(=O)N1CCN(c2c(NCCN3CCN(Cc4ccccc4)CC3)c(=O)c2=O)CC1	3	-3	2	-10	8	16	-2	-4	2	4
O=C1[C@H](Cc2ccccc2)NCC=CC[C@H](c2ccc(Cl)cc2)N1Cc1ccc(Cl)cc1	5	4	2	13	0	9	2	-7	3	0
Cc1onc(-c2ccccc2)c1C(=O)N1CCC(CO)(Cc2ccccc2)CC1	1	4	-4	-2	-5	-8	-2	-2	-4	9
Oc1c(I)cc(I)c2cccnc12	-3	11	-3	1	34*	-3	-4	-5	-5	3
COc1ccccc1COCC(O)CN(Cc1ccco1)Cc1ccccc1O (configuration not stated)	1	7	7	9	-9	13	2	2	2	-1
c1ccc(-c2cc3ccccc3[nH]2)cc1	-7	-5	-1	-102	6	0	-26	-7	-11	3
CC(C)(C)NC(=O)C(Cc1ccccc1)NS(=O)(=O)c1ccc2c(c1)CCC(=O)N2 (configuration not stated)	-1	1	2	0	0	-5	-1	-4	1	-5
CC(=O)c1cc(-c2ccc3ccccc3c2)c(=O)n2c1CCC2	-43	nt	4	-28	-1	nt	-9	-2	-58	9
CCOc1ccccc1NC(=O)c1cnc(NS(=O)(=O)c2ccccc2)nc1	-5	-13	7	-3	-3	-2	-3	4	-9	-1
COC(=O)c1ccc2c(c1C(=O)OC)CN(S(=O)(=O)C(C)(C)C)[C@H]2CCO	0	4	1	-13	5	1	2	-2	-1	4
CC(NC(=O)c1cc(S(=O)(=O)N2CCCC2)ccc1Cl)c1ccccn1 (configuration not stated)	-4	0	-1	-10	2	-8	-8	7	-8	-5
Oc1cccc(Nc2ccccc2)c1	-2	8	14*	-16	13	2	-5	2	-5	3

Screens: PubChem, The Scripps Research Institute Molecular Screening Center
